# Screening results from PubChem BioAssay.
# bCat KO growth: primary screen for growth suppressors in beta-catenin knockout HCT116 cells (colon tumor, human); viability, % at 10 µM; 1.5% of 140,000 active; AID 818, 2007; HCT116 beta-catenin knockout viability, CellTiter-Glo, 60 h; stronger effect = lower value;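 active = viability at or under a set limit, the compound median less 4 SD, cut at about 6% in these data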;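 also: 0% = Hyamine 1622 control at 20 µM and 100% = untreated cell control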
# Measles CPE: compounds protecting cells from measles virus cytopathic effect, primary screen, measles RdRp inhibitor project, single point, MLSMR library, absorbance; Measles virus-infected cells, CPE protection; protection (pct of control), % at 4 µM; 1.5% of 140,000 active; AID 841, 2007; in the data active = protection mostly above about 24%, no sharp cut-off; inactive = mostly below about 26%; also: some compounds called inactive have numbers as strong as hits
# E-sel TNF inh: E-selectin induction blockers in HUVEC – imaging, immunofluorescence, high content, primary screen | 0.71% of 120,000 active | HUVEC TNFa-induced E-selectin immunofluorescence | inhibition, % at 2 µM;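 active = inhibition above the batch mean plus 3 SD, and confirmed as a hit on visual image review, cut at about 43% in these data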;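 also: 0% = TNF-stimulated DMSO wells and 100% = unstimulated control wells; not every result past the cut was called active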
# Yeast life ext: compounds extending yeast replicative lifespan, primary screen, S. cerevisiae, OD615; 0.68% of 130,000 active; S. cerevisiae growth with nicotinamide; deaD strain in restrictive glucose medium; inhibition of the nicotinamide effect, % at 10 µM; AID 775, 2007;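 active = inhibition above a set limit, placed 3 SD over the median of all compounds, cut at about 26% in these data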;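 also: 0% = nicotinamide-treated wells and 100% = cells grown without nicotinamide; some compounds called inactive have numbers as strong as hits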
#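 Measured by: optical density (absorbance) at 615 nm; System: modified budding yeast, DeaD strain; Medium: restrictive CSMM-D dextrose medium; Timing: 4 h preincubation then 48 h treatment at 30 °C.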
# NPY Y2 blocker: NPY-Y2 receptor antagonists, primary screen, cell-based; NPY-Y2 expressing cells, antagonist mode; inhibition, % at 2.7 µM; 0.99% of 140,000 active; in the data active = inhibition above about 17%;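 also: 0% = vehicle with agonist challenge and 100% = reference antagonist with challenge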
# Target sequence (P49146 whole entry, looked up): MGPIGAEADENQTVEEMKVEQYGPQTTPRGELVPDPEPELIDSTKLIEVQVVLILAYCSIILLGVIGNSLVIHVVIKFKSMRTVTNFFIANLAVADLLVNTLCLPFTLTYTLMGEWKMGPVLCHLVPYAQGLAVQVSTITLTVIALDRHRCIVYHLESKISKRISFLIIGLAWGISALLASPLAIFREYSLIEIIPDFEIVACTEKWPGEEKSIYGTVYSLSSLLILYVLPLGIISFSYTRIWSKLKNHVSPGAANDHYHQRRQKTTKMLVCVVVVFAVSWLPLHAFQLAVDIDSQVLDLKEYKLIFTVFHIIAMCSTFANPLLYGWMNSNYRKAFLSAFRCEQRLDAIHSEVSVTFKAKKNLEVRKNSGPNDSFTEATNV
# Phagocytosis inh: inhibitors of macrophage phagocytosis, primary screen, imaging, J774A.1 cells, IgG beads. inhibition, % at 5 µM. 0.07% of 110,000 active. AID 1029, 2008. J774A.1 macrophage IgG-bead phagocytosis;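 active = inhibition above the mean of the plate negative controls plus 5 SD, cut at about 13% in these data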;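 also: phagocytic index as fraction of beads internalized from green versus red external bead signal; plate controls were DMSO negative control for no effect and cytochalasin-D positive control for full effect; some results beyond the cut were filed as inactive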
# GALR2 antag: GALR2 antagonists in receptor-expressing cells, primary screen; 0.39% of 140,000 active; inhibition, % at 4 µM; antagonist mode; Galanin receptor type 2 (Homo sapiens), O43603; in the data active = inhibition above about 27%;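 also: cells stimulated with galanin 1-16 at roughly its EC80; 0% = agonist challenge control and 100% = basal control without agonist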
# Target sequence (O43603 whole entry, looked up): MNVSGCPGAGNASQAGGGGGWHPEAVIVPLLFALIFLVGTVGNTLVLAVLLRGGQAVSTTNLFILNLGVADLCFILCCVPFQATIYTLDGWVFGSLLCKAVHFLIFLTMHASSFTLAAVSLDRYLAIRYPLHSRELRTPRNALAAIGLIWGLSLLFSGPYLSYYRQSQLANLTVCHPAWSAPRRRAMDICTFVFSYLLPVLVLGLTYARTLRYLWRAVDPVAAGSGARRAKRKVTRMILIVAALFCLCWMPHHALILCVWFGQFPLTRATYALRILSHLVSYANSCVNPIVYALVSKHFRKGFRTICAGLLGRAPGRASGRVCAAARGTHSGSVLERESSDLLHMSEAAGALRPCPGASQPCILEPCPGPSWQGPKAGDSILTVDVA
# HCT116 PTEN-null: growth suppression of PTEN-null HCT116, primary screen, cell-based, CellTiter-Glo. HCT116 PTEN-null viability, 60 h; stronger effect = lower value. AID 827, 2007. viability, % at 10 µM. 1.2% of 140,000 active;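 active = viability at or below a set limit, 4 SD under the median of all tested compounds, cut at about 3.7% in these data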;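 also: PTEN knockout HCT116 line with beta catenin targeted HCT116 as companion control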
# MRP1 act: H69AR viability gain despite doxorubicin, primary screen, MRP-1 activator project, H69AR cells, CellTiter-Glo. viability rescue. viability increase, % at 10 µM. 0.61% of 140,000 active. AID 799, 2007;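 active = viability gain under doxorubicin at or above a set limit, the compound median plus 3 SD, cut at about 4.7% in these data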;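 also: MRP-1 overexpressing cells given doxorubicin 25 µM after compound pretreatment; 18-22 h compound pretreatment then 72 h with doxorubicin before readout; 0% = doxorubicin-only wells and 100% = vehicle-treated cells without doxorubicin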
# Yeast growth inh: growth inhibitors of yeast BB579 in restrictive medium, primary screen, yeast lifespan-shortening project, S. cerevisiae; 0.51% of 140,000 active; OD615, 48 h; inhibition, % at 10 µM;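 active = inhibition above a set limit, 3 SD over the mean compound inhibition, cut at about 44% in these data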; also: inactives centre near -24
#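 Material: Saccharomyces cerevisiae DeaD strain BB579, replicative lifespan model yeast; buffer or medium: CSMM-D restrictive synthetic medium containing dextrose (glucose); compound: 10 µM single dose, DMSO 0.25%; timing: 48 h compound exposure at 30 °C after 4 h preincubation; signal: turbidity as optical density at 615 nm; benchmarks: positive control amphotericin B 10 µg/mL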
# * = called active by the depositor; nt = no result given. Hits appear at their usual frequency; overall some 6.1% were active at least once.
SMILES,bCat KO growth,Measles CPE,E-sel TNF inh,Yeast life ext,NPY Y2 blocker,Phagocytosis inh,GALR2 antag,HCT116 PTEN-null,MRP1 act,Yeast growth inh
CCOC(=O)c1c(NC(=O)CSc2nnc(-c3ccncc3)n2Cc2ccco2)sc(C)c1C,86,14,nt,-4,2,0,-8,82,-0.6,-86
COc1ccc(C(=O)Nc2ccc(S(=O)(=O)N3CCOCC3)cc2)cc1OC,87,18,-11,-4,-2,nt,-3,97,-3.2,-9
CC(=O)N(CC(=O)O)c1ccccc1C(=O)O,101,3,nt,-9,7,nt,2,117,-0.3,-13
O=[N+]([O-])c1ccc2nc(-c3ccc(Cl)cc3)n(OCc3ccccc3)c2c1,80,4,24,-18,2,3,10,80,-3.4,-51
NNC(=O)CNC(c1ccccc1)c1cc(Br)ccc1NC(=O)c1cccc(Cl)c1 (stereo not given),81,5,-13,0,-1,4,-7,80,11*,-48
COC(=O)[C@H](Cc1ccccc1)NC(=O)NCc1ccc(S(N)(=O)=O)cc1,102,6,9,-5,1,-1,11,105,0.2,2
CC[N+](CC)(CC)C/C=C/CN1CCCCC1,98,8,nt,1,-2,-5,3,98,0.6,-9
O=C(CSc1ncn[nH]1)NC1CC2CCC1C2 (stereo not given),88,9,11,-1,3,-2,4,101,0.5,-58
COCCn1nnnc1C(c1ccccc1)N1CCN(Cc2ccc3c(c2)OCO3)CC1 (stereo not given),86,10,-17,3,-1,-1,-2,84,-1.3,-25
C=CCNC(=O)C1CCN(S(=O)(=O)CC)CC1,102,20,0,3,0,nt,-4,95,1.0,-39
Cc1nn(Cc2ccccc2)c(C)c1C(=O)NCCN1C(=O)S/C(=C\c2ccccc2)C1=O,85,10,3,-3,5,-5,-5,87,1.1,-18
CCOC(=O)CSC1=N/C(=C\c2ccc(OC)c(OC)c2)C(=O)N1C,99,3,nt,-1,4,-1,-18,99,0.9,-29
C=CCn1c(COc2ccccc2F)nnc1SCC(=O)NC(=O)NCc1ccco1,91,26,nt,-13,2,0,16,103,-1.0,-20
Cc1cc(CN2C(=O)c3ccccc3C2=O)cc(N2CCOCC2)c1,101,19,nt,-12,1,-1,-5,106,-0.4,-42
CC(Sc1nnc(-c2ccccc2)c(-c2ccccc2)n1)C(=O)Nc1ncc(Cl)cc1Cl (stereo not given),80,5,nt,4,3,nt,2,78,-1.3,-44
CCCCNC(=O)c1cccc2c(=O)c(C)c(-c3ccccc3)oc12,69,13,-6,0,12,-9,-5,56,-0.4,-8
CCn1cc(C2=NOC(C(=O)Nc3cc(C)nn3-c3ccccc3)C2)c(C)n1 (stereo not given),102,4,-36,-11,5,-1,14,101,-1.1,-28
CCOC(=O)CCC(=O)N1CCNC(=O)C1,88,9,17,-5,3,-1,11,98,-1.4,-21
O=C(Nc1ccc2c(c1)OCO2)c1cc2n(n1)C(C(F)(F)F)CC(c1ccccc1)N2 (stereo not given),94,5,nt,-2,-1,0,14,97,-1.1,-38
C=CCn1c(SCC(=O)Nc2cc(NC(C)=O)ccc2OC)nnc1-c1ccccn1,99,14,25,-1,0,-1,2,105,-0.5,-82
CNc1nc2c(c(=O)n(C)c(=O)n2C)n1Cc1ccccc1,63,8,-2,-18,-1,-1,8,71,-1.6,-26
O=C(COc1ccccc1O)Nc1ccc(Cl)cc1,97,2,nt,-29,3,nt,22,76,-2.6,-34
COc1ccc(C(=O)OCC(=O)Nc2ccc(F)cc2F)cc1OC,103,24,-27,-12,4,nt,6,90,-1.8,-54
OC(COc1ccc2cc(Br)ccc2c1)CN1CCCC1 (stereo not given),17,10,-6,-16,2,8,-9,46,-2.1,-41
C/C(=N/NC(=O)c1cccs1)c1c(C)[nH]n(-c2nc3ccccc3s2)c1=O,37,19,nt,5,1,-5,16,17,0.7,-9

# Continued.
SMILES,bCat KO growth,Measles CPE,E-sel TNF inh,Yeast life ext,NPY Y2 blocker,Phagocytosis inh,GALR2 antag,HCT116 PTEN-null,MRP1 act,Yeast growth inh
Cc1c(N=Cc2cccnc2)c(=O)n(-c2ccccc2)n1C,93,32,-23,nt,3,nt,-1,101,1.2,-4
CCCOc1ccc(N2C(=O)CC(N(Cc3ccc(OC)cc3)C(=S)Nc3ccccc3)C2=O)cc1 (stereo not given),68,6,nt,8,-4,nt,0,55,-3.9,-31
COc1cc(CCC(=O)Nc2ccc(C)c(S(=O)(=O)N(C)C)c2)cc(OC)c1OC,70,3,-3,20,-1,-12,-6,62,-1.1,-35
COc1ccc(/C=N/n2c(=O)[nH]c3c([nH]c4ccc(C)cc43)c2=O)cc1CN1CCOCC1,93,8,17,-22,2,-1,0,91,-3.1,-6
COc1ccc(CC(=O)Nc2ccc(S(=O)(=O)NC(C)C)cc2)cc1,68,4,-2,-8,7,-2,-6,79,-2.9,-10
COc1ccc(NC(=O)C2CCCN(S(=O)(=O)c3cnc[nH]3)C2)cc1 (stereo not given),109,7,6,-10,1,0,-1,107,0.5,19
O=C(COC(=O)c1cccc(S(=O)(=O)N2CCN(c3ccccc3)CC2)c1)NCc1ccco1,91,4,0,-13,-1,-3,-4,97,-0.3,-62
CCOC(=O)c1c(-c2ccccc2)nc2c(C)cccn12,98,11,15,-12,3,nt,3,96,-0.8,-6
CCOC(=O)N1CCN(S(=O)(=O)c2ccc(OCC)c3ccccc23)CC1,77,14,37,-5,8,0,-3,71,-1.4,-33
C=CCOC(=O)C1=C(C)Nc2nnnn2C1c1ccc(OC)cc1OC (stereo not given),94,19,1,-2,-2,-1,-4,107,-3.7,-35
CCCC12CN3CC(CCC)(CN(C1)C3C(O)C(O)C(O)CO)C2=O (stereo not given),101,4,6,9,1,nt,6,101,-1.4,-30
O=C(CCN1C(=O)c2ccncc2C1=O)Nc1ccc(F)cc1,103,3,5,-3,6,1,-3,104,0.5,-30
COc1ccc(-c2nc(Cn3c(SCc4ccc(C)cc4)nc4ccncc43)c(C)o2)cc1OC,71,7,nt,-6,-1,0,-5,75,-1.7,-84
O=C1CCCCCN1Sc1ccccc1,22,2,nt,24,1,-1,-5,10,-4.5,-10
O=C(Nc1nncs1)c1ccc(Br)c(S(=O)(=O)N2CCCC2)c1,112,17,3,-6,-2,-1,-1,105,-0.6,-18
Cc1ccc(-n2c(Cc3cccs3)nnc2SCC(=O)Nc2ccc(S(N)(=O)=O)cc2)cc1,92,nt,25,-6,0,0,-23,89,-1.1,-51
Cc1ccc(-c2nnn(CC(=O)N(CC(=O)NCC3CCCO3)c3ccc(F)c(Cl)c3)n2)o1 (stereo not given),102,10,19,-4,3,-2,4,96,-1.8,-28
COc1ccc2cc(C#N)c(NC(C)C)nc2c1,65,3,-13,-30,2,-1,-5,82,-5.2,-11
CCn1c(SCC(=O)Nc2nc3ccccc3s2)nnc1-c1ccc(OC)cc1,79,5,10,-3,3,1,-20,77,-1.5,-19
CCCn1c(CNS(=O)(=O)c2ccc(C)cc2)nc2ccccc21,86,1,-33,-5,4,-1,18,98,-3.1,-2
CCc1ccc(N2C(=O)CC(N(CC3CCCO3)C(=O)/C=C/C(=O)O)C2=O)cc1 (stereo not given),99,13,8,-1,0,-4,-4,106,0.9,5
CC(C)N(C(=O)COC(=O)[C@@H]1CC(O)CN1S(=O)(=O)c1ccccc1[N+](=O)[O-])C(C)C (stereo not given in full),86,3,28,-5,1,-10,-1,98,-1.9,-10
COc1ccc(NC(=S)N(CCc2c(C)[nH]c3ccccc23)Cc2ccco2)cc1,77,20,-7,6,-1,nt,-3,66,-3.2,10
O=C(C(Cc1ccccc1)n1cccc1)N1CCCCCC1 (stereo not given),89,10,nt,0,4,0,3,102,-2.7,-15
COc1ccccc1C(=O)NCC(c1cccnc1)N(C)C (stereo not given),86,3,-30,nt,1,0,-2,92,-0.4,-37
O=C(CCNc1n[nH]c(=O)[nH]c1=O)N1CCOCC1,91,0,nt,-7,0,-1,-2,101,-1.0,-3
COCCN1C(=O)c2cc(C(=O)Nc3ccc(C)c(F)c3)ccc2C1Nc1ccc(C)c(F)c1 (stereo not given),86,4,-4,0,-1,nt,2,81,-4.0,-12
CCCCC(=O)Nc1nc(C)c(C(C)=O)s1,91,3,0,-12,0,0,3,90,0.1,-19

# Given as tab-separated lines: part of the list above
SMILES	bCat KO growth	Measles CPE	E-sel TNF inh	Yeast life ext	NPY Y2 blocker	Phagocytosis inh	GALR2 antag	HCT116 PTEN-null	MRP1 act	Yeast growth inh
O=C(Nc1nncs1)c1ccc(Br)c(S(=O)(=O)N2CCCC2)c1	112	17	3	-6	-2	-1	-1	105	-0.6	-18
Cc1ccc(-n2c(Cc3cccs3)nnc2SCC(=O)Nc2ccc(S(N)(=O)=O)cc2)cc1	92	nt	25	-6	0	0	-23	89	-1.1	-51
Cc1ccc(-c2nnn(CC(=O)N(CC(=O)NCC3CCCO3)c3ccc(F)c(Cl)c3)n2)o1 (stereo not given)	102	10	19	-4	3	-2	4	96	-1.8	-28
COc1ccc2cc(C#N)c(NC(C)C)nc2c1	65	3	-13	-30	2	-1	-5	82	-5.2	-11
CCn1c(SCC(=O)Nc2nc3ccccc3s2)nnc1-c1ccc(OC)cc1	79	5	10	-3	3	1	-20	77	-1.5	-19
CCCn1c(CNS(=O)(=O)c2ccc(C)cc2)nc2ccccc21	86	1	-33	-5	4	-1	18	98	-3.1	-2
CCc1ccc(N2C(=O)CC(N(CC3CCCO3)C(=O)/C=C/C(=O)O)C2=O)cc1 (stereo not given)	99	13	8	-1	0	-4	-4	106	0.9	5
CC(C)N(C(=O)COC(=O)[C@@H]1CC(O)CN1S(=O)(=O)c1ccccc1[N+](=O)[O-])C(C)C (stereo not given in full)	86	3	28	-5	1	-10	-1	98	-1.9	-10
COc1ccc(NC(=S)N(CCc2c(C)[nH]c3ccccc23)Cc2ccco2)cc1	77	20	-7	6	-1	nt	-3	66	-3.2	10
O=C(C(Cc1ccccc1)n1cccc1)N1CCCCCC1 (stereo not given)	89	10	nt	0	4	0	3	102	-2.7	-15
COc1ccccc1C(=O)NCC(c1cccnc1)N(C)C (stereo not given)	86	3	-30	nt	1	0	-2	92	-0.4	-37
O=C(CCNc1n[nH]c(=O)[nH]c1=O)N1CCOCC1	91	0	nt	-7	0	-1	-2	101	-1.0	-3
COCCN1C(=O)c2cc(C(=O)Nc3ccc(C)c(F)c3)ccc2C1Nc1ccc(C)c(F)c1 (stereo not given)	86	4	-4	0	-1	nt	2	81	-4.0	-12
CCCCC(=O)Nc1nc(C)c(C(C)=O)s1	91	3	0	-12	0	0	3	90	0.1	-19
